TR SRC2 fluor cs: Texas Red fluorescence interference in TRb-SRC2 counter-screen; TRb/SRC2 Texas Red total fluorescence interference; Potency, µM (series often up to 106 µM), for the others: top-dose fluorescence change, negative = quenching; 280,000 compounds, 0.29% hits; AID 1479; active = well fitted curve in either direction with a large enough effect; inconclusive = small, poorly fitted or top-dose-only effect
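Flags fluorescent or light-absorbing compounds by total fluorescence, S + 2P, at 555 nm excitation and 632 nm emission. Mixture: 20 nM Texas Red SRC2 peptide, 0.6 uM human TRb LBD, 1 uM T3, 5% DMSO; compound exposure 5 h at ambient temperature.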
Tau ThT inhib: tau fibrillization inhibition (ThT binding). P10636. recombinant tau K18 P301L, heparin-induced fibrillization, ThT fluorescence. Potency, µM (titrated, usually from 57.4 µM), inactives show at the highest dose activity, negative = inhibition, hits mostly inhibitors. 270,000 compounds, 2.1% hits. AID 1460; also: nearly all actives have a fitted effect of over 55% in size
Target sequence (P10636 561-689 P618L limits assumed): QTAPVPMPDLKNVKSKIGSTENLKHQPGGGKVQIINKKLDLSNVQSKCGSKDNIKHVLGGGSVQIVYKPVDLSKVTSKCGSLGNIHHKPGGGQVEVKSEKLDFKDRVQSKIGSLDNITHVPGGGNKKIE
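Recombinant human tau K18 fragment […] carrying P301L, 15 uM unlabeled plus 0.24 uM Alexa 594-labeled, was fibrillized with 20 uM heparin in 100 mM sodium acetate pH 7 for 6 hr at 37 C; 30 uM ThT fluorescence read after 1 hr.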
aGal spleen mod: inhibits or activates alpha-galactosidase in human spleen homogenate | P06280 | human spleen homogenate, 4MU-alpha-Gal fluorescence, 40 min | Potency, µM (series often up to 80 µM), inactives show at the highest dose activity change, negative = inhibition, hits mostly inhibitors | 240,000 compounds, 0.008% hits | AID 2107;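 also: 0% = enzyme with vehicle and -100% = no enzyme basal signal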
Target sequence (P06280 32-429 limits assumed): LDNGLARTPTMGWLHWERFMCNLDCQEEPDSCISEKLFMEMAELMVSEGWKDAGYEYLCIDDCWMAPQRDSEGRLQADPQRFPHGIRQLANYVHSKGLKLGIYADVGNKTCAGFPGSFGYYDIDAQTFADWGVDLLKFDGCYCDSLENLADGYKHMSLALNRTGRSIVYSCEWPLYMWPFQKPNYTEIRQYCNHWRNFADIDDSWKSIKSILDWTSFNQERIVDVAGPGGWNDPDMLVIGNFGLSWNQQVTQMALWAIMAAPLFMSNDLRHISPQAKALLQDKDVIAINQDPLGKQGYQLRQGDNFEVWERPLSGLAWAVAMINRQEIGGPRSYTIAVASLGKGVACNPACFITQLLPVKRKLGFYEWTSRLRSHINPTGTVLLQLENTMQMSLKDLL
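Spleen homogenate 1 ug + cpd (titration) + 4-MU-alpha-D-galactopyranoside 1 mM; 37C 40 min; 50 mM citrate/phosphate pH 5.0, 0.01% Tween-20; stop pH 10; fluorescence 365/440; AC50 via Hill.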
L3MBTL1 inh: inhibitors of human L3MBTL1; AlphaScreen L3MBTL1–H3K9me1 peptide binding; 230,000 compounds, 0.66% hits; Q9Y468; Potency, µM (titrated, usually from 57.1 µM), inactives show top-dose activity, negative = inhibition, actives largely listed as inhibitors; AID 485360; also: nearly all actives have a fitted effect of over 60% in size
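L3MBTL1 50 nM + b-AHA-H3(1-15)K9me1 75 nM, 30 min RT; compound added, 30 min RT; streptavidin donor/Ni-chelate acceptor beads 10 ug/mL each final, 30 min RT dark; AlphaScreen read.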
Tau fluor counter: counter-screen for tau fibril formation inhibitors; tau K18 P301L Alexa594 fluorescence, heparin fibrillization; Potency, µM (top dose mostly 57.7 µM), for the others: top-dose activity change, negative = decrease; 280,000 compounds, 0.93% hits; also: nearly all actives have a fitted effect of over 55% in size
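Human tau K18 P301L (15 uM unlabeled, 0.24 uM Alexa 594-labeled) in 100 mM sodium acetate pH 7 with 20 uM heparin, 6 hr at 37 C. ThT 30 uM added, 1 hr ambient; Alexa 594 FP and total fluorescence read at 555/632 nm.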
TRb SRC2 PPI: inhibitors of human thyroid hormone receptor beta-SRC2 interaction; P10828; TRbeta-SRC2 peptide binding, fluorescence polarization; receptor liganded with 1 µM T3; Potency, µM (top dose mostly 106 µM), for the others: at the highest dose activity change, negative = inhibition, hits mostly inhibitors; 280,000 compounds, 0.065% hits; AID 1469;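 also: plate controls were bound peptide for no effect and peptide without receptor for full effect; nearly all actives have a fitted effect of over 50% in size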
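Assay buffer: 20 mM Tris-HCl, 100 mM NaCl, 10% glycerol, 1 mM EDTA, 0.01% NP-40, 1 mM DTT, 1 uM T3, 5% DMSO; TRb LBD 0.6 uM, Texas Red SRC2 20 nM; FP after 5 hr.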
Tau FP inhib: inhibitors of human tau fibril formation. P10636. Potency, µM (doses to about 57.7 µM), for the others: top-dose activity, negative = inhibition, most hits filed as inhibitors. K18 P301L tau heparin fibrillization, Alexa594 FP, 6 h. 280,000 compounds, 0.39% hits; also: nearly all actives have a fitted effect of over 55% in size
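Human K18 P301L fragment (15 uM unlabeled plus 0.24 uM Alexa 594-labeled) in 100 mM sodium acetate pH 7 with compound, aggregation induced by 20 uM heparin for 6 hr at 37 C. ThT (30 uM) added for 1 hr, then Alexa 594 FP read.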
ALDH1A1 block: blocks purified human ALDH1A1 activity; Purified ALDH1A1, NADH fluorescence, propionaldehyde substrate; 220,000 compounds, 7.3% hits; Potency, µM (top dose mostly 75.3 µM), inactives show at the highest dose activity, negative = inhibition, usual class: inhibitors; P00352; active = well fitted inhibition curve with a large enough effect, not every such curve was filed as active; inconclusive = small, poorly fitted or top-dose-only effect, or another doubt; inactive = no such curve, though single readings can be large or run the other way;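 also: plate controls were no enzyme wells and a reference inhibitor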
Target sequence (P00352 whole entry, looked up): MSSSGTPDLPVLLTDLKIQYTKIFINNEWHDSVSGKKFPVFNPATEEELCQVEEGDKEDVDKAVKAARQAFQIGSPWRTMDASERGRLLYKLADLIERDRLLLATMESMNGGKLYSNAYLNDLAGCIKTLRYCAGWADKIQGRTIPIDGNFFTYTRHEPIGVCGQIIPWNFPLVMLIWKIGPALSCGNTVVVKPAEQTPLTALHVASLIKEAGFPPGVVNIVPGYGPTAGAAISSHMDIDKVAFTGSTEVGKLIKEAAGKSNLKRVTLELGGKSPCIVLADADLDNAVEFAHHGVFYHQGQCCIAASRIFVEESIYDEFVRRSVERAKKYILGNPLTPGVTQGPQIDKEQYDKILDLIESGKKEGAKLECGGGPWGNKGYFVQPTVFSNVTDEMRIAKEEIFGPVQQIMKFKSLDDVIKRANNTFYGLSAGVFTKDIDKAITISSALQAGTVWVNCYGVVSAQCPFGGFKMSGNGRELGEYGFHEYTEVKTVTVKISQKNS
* hit, by the source's call; u = inconclusive; x = not tested or not shown; [ ] = dose if it differs, or a comment. Unless noted, calls follow the shape of the dose curve; as a rule, active = well fitted curve in the direction sought with a large enough effect; inconclusive = small, poorly fitted or top-dose-only effect, or another doubt; inactive = no such curve, though single readings can be large; an effect the other way counts as inactive or inconclusive. Unless noted, % is scaled to controls: 0 for no effect and ±100 for the full control effect; potency is read from the fitted curve at half-maximal effect.

SMILES	TR SRC2 fluor cs	Tau ThT inhib	aGal spleen mod	L3MBTL1 inh	Tau fluor counter	TRb SRC2 PPI	Tau FP inhib	ALDH1A1 block
Cc1cc(C)c2c(N)c(S(=O)c3ccc(C(C)(C)C)cc3)sc2n1 (stereo unspecified)	3%	25µM*	4%	-5%	u	-5%	u	u
O=C(NCc1ccccc1)C12CN(Cc3ccccc3)CC1C(c1ccc([N+](=O)[O-])cc1)=NO2 (stereo unspecified)	0%	-20%	6%	-9%	-28%	3%	11%	u
COC(=O)C(C)Sc1ncnc2c1c(-c1ccccc1)cn2-c1ccc(F)cc1 (stereo unspecified)	-1%	-10%	x	x	-22%	3%	-18%	x
Cc1ccc(N2CC(C(=O)OCc3ccccc3)CC2=O)cc1 (stereo unspecified)	1%	-3%	1%	0%	3%	-12%	3%	1%
N[C@@H](C(=O)O)c1ccc(C(=O)O)c(O)c1	-2%	-12%	-4%	x	-8%	-9%	-11%	u
Cc1nc(-c2ccccc2)sc1C(N)=O	-3%	2%	13%	x	1%	1%	4%	14%
Cc1ccc(NC(=S)c2nc3ccccc3[nH]2)cc1	1%	7.9µM*	-11%	u	u	5%	-2%	8%
CCOc1ccc2nc(N3CCCC(C(=O)Nc4cc(Cl)c(OC)cc4OC)C3)sc2c1 (stereo unspecified)	u	u	x	x	u	-14%	2%	x
CC1CCc2cc(F)cc3c(O)c(C(=O)NCC4CCCO4)c(=O)n1c23 (stereo unspecified)	-3%	-14%	2%	x	-20%	-2%	-1%	u
CC(C)c1ccc(/C=C/c2ccc(=O)n(C)n2)cc1	-1%	11%	10%	12%	7%	2%	3%	u
CCC(=O)N1N=C(c2ccc(C)cc2)CC1c1ccco1 (stereo unspecified)	-1%	-10%	-8%	-14%	-6%	-5%	11%	x
CC(C)N(Cc1nc(-c2ccccc2)no1)C(=O)C(Cl)(Cl)Cl	3%	-12%	5%	16%	-27%	-6%	-16%	4%
Cc1nc(C)c(-c2ccc(SCC(=O)Nc3ccccc3F)nn2)s1	0%	u	x	x	-16%	8%	-5%	x
COC(=O)[C@@H]1C[C@H]1[C@@H](NC(=O)c1ccc(Br)cc1)c1ccccc1	-2%	-3%	-2%	x	-12%	0%	-3%	-3%
BrC(/C=C\c1ccccc1)=N/Nc1nc(N2CCOCC2)nc(N2CCOCC2)n1	-1%	u	-11%	u	-22%	5%	u	-6%
CCN(CC)CCNC(=O)c1[nH]c2ccccc2c1Sc1ccc(Cl)cc1	0%	4%	x	x	-20%	-5%	0%	x
O=C(OCC#Cc1c(COC(=O)c2ccccc2)nnn1Cc1ccccc1)c1ccccc1	-2%	1%	-5%	x	-3%	0%	-10%	x
CC(C)c1onc(C(=O)N2CCCCC2)c1[N+](=O)[O-]	-5%	-2%	5%	8%	-2%	-5%	3%	u
CC1=CC(=O)C2=C(C)C[C@@H]3OC(=O)[C@@H](C)[C@H]3C=C12	-1%	-8%	-5%	x	-9%	6%	-3%	3%
COc1cccc(NC(=O)COC(=O)c2nc(Cl)ccc2Cl)c1	-1%	-3%	5%	-18%	-5%	-10%	-1%	u
O=C(CSC(=S)N1CCSCC1)c1ccccc1	-3%	-13%	6%	-10%	-12%	2%	-5%	-5%
C#CCN(C#N)c1nc(NCC)nc(NC(C)C)n1	-1%	-4%	-3%	2%	0%	-2%	5%	-58%
COC(=O)c1cc(=O)c2cccc(OC)c2[nH]1	0%	-6%	u	-1%	-9%	10%	8%	27%
CCCS(=O)(=O)c1c(S(=O)(=O)CCC)c2ccccn2c1C(=O)OC	4%	3%	-3%	0%	-1%	5%	3%	u
CCC(=O)Nc1ccc(C(=O)OCc2ccccc2)cc1	-2%	0%	3%	-2%	-10%	4%	1%	6%

An excerpt of these results, with two lines to a compound:
Values in the order: TR SRC2 fluor cs, Tau ThT inhib, aGal spleen mod, L3MBTL1 inh, Tau fluor counter, TRb SRC2 PPI, Tau FP inhib, ALDH1A1 block
O=C(OCC#Cc1c(COC(=O)c2ccccc2)nnn1Cc1ccccc1)c1ccccc1
  -2%, 1%, -5%, x, -3%, 0%, -10%, x
CC(C)c1onc(C(=O)N2CCCCC2)c1[N+](=O)[O-]
  -5%, -2%, 5%, 8%, -2%, -5%, 3%, u
CC1=CC(=O)C2=C(C)C[C@@H]3OC(=O)[C@@H](C)[C@H]3C=C12
  -1%, -8%, -5%, x, -9%, 6%, -3%, 3%
COc1cccc(NC(=O)COC(=O)c2nc(Cl)ccc2Cl)c1
  -1%, -3%, 5%, -18%, -5%, -10%, -1%, u
O=C(CSC(=S)N1CCSCC1)c1ccccc1
  -3%, -13%, 6%, -10%, -12%, 2%, -5%, -5%
C#CCN(C#N)c1nc(NCC)nc(NC(C)C)n1
  -1%, -4%, -3%, 2%, 0%, -2%, 5%, -58%
COC(=O)c1cc(=O)c2cccc(OC)c2[nH]1
  0%, -6%, u, -1%, -9%, 10%, 8%, 27%
CCCS(=O)(=O)c1c(S(=O)(=O)CCC)c2ccccn2c1C(=O)OC
  4%, 3%, -3%, 0%, -1%, 5%, 3%, u
CCC(=O)Nc1ccc(C(=O)OCc2ccccc2)cc1
  -2%, 0%, 3%, -2%, -10%, 4%, 1%, 6%

Remaining list, next part
SMILES	TR SRC2 fluor cs	Tau ThT inhib	aGal spleen mod	L3MBTL1 inh	Tau fluor counter	TRb SRC2 PPI	Tau FP inhib	ALDH1A1 block
N#CCCn1cc(C(=O)Nc2ccc([N+](=O)[O-])cc2)c(-c2cccs2)n1	-3%	u	0%	-8%	u	-1%	u	22µM*
Cc1cccc(-n2ccnc2SCC(=O)Nc2ccc3c(c2)OCO3)c1	-1%	-14%	x	x	-23%	5%	8%	x
Cc1cc([N+](=O)[O-])cc(C)c1OCC(=O)N/N=C/c1ccc(OC(=O)c2ccccc2Br)cc1	1%	u	0%	-6%	-20%	-4%	6%	13%
O=C(N/N=C/c1ccc[nH]1)c1cc(-c2cccs2)nc2ccccc12	-1%	u	1%	-19%[11.4 µM]	u	-1%	2%	16µM*
Cc1ccc(CCNS(=O)(=O)c2ccc3c(c2)CCN3C(=O)CCC(=O)O)cc1	-3%	-2%	x	x	-6%	5%	1%	x
Cn1c(SCC(=O)N2CCOCC2)nc2sc3c(c2c1=O)CCCC3	2%	-9%	-5%	-15%[11.4 µM]	0%	-16%	-1%	-12%
COC(=O)C1=C(N)OC2=C(C(=O)CCC2)C1c1ccccc1OC (stereo unspecified)	-5%	-1%	9%	1%	12%	-5%	0%	x
O=C(CN1C(=O)NC2(CCc3ccccc32)C1=O)c1ccc2c(c1)OCCO2 (stereo unspecified)	-2%	-9%	-1%	x	-4%	5%	9%	0%
COc1ccc(OCc2nnc(NC(=O)Nc3ccccc3F)s2)cc1	-2%	0%	-1%	x	-22%	10%	u	x
C=CCOC(=O)C1=C(C)NC(=O)NC1c1ccc(OC(=O)c2ccco2)c(OC)c1 (stereo unspecified)	-6%	-11%	2%	x	-7%	0%	1%	5%
CCOC(=O)c1ccccc1NC(=O)CSc1cccc[n+]1[O-]	-5%	9%	4%	45%[activator]	4%	-10%	-1%	-6%
COCCCNc1nc(NCc2ccccc2OC)c2cnn(C)c2n1	-3%	-8%	x	x	-1%	-2%	5%	x
COc1ccc(OC)c(NCc2cccn2-c2nnc(N3CCCCC3)s2)c1	-3%	u	x	x	-29%	9%	5%	x
COc1cc(NS(C)(=O)=O)c(OC)cc1NC(=O)c1cccc(F)c1	0%	-9%	-3%	x	-7%	2%	8%	u
N/C(=N/OC(=O)c1cccc([N+](=O)[O-])c1)c1cccc([N+](=O)[O-])c1	0%	u	-10%	-8%	-29%	-4%	-2%	9%
COc1ccc(OC)c(Nc2nc(NCCC(C)C)nc(N)c2[N+](=O)[O-])c1	-3%	25µM*	3%	-24%	20µM*[quencher]	1%	-9%	x
COc1ccc(C(=O)NCC(c2ccc(Cl)cc2)N2CCCCC2)cc1 (stereo unspecified)	5%	5%	x	x	-4%	-2%	3%	x
COC(=O)CSc1nc(NCc2ccccc2)nc(N(C)C)n1	1%	-6%	-3%	x	-11%	5%	-1%	3%
O=C(CN1CCc2ccccc2C1)NC1CCCC1	-2%	-1%	2%	4%	2%	0%	0%	-9%
Cc1cc(Nc2ccc(Cl)cc2)n(-c2cccc(Cl)c2)n1	-1%	u	2%	x	u	-7%	-1%	-7%
Cc1cc(C)nc(NC(=O)CCCC(=O)O)c1	-5%	-2%	-1%	6%	-3%	6%	-4%	5%
O=S(=O)(Nc1ccc2c(c1)OCCO2)c1cccc2nsnc12	-1%	-17%	2%	x	-17%	-7%	-1%	25µM*
COc1ccc(-c2nnc(SCC(=O)Oc3c(C)cccc3C)o2)cc1OC	-1%	6%	x	x	-2%	4%	4%	x
COc1ccc(-c2nc3c(c4c2C[C@H](c2ccccc2)OC4)CN(C(=O)NCCc2c[nH]c4ccccc24)CC3)c(C)c1	-3%[11.2 µM]	-3%[11.5 µM]	2%[17.5 µM]	x	-7%[11.6 µM]	0%[11.2 µM]	-7%[11.6 µM]	0%[13.5 µM]
O=C(NCc1ccc(F)cc1)C1CCN(C(=O)c2cnn(-c3ccccc3)c2-n2cccc2)CC1	0%	-1%	x	x	-10%	-1%	-6%	x
CCOc1ccccc1CNC(=O)CN1C(=O)c2cccnc2Oc2ccc(C)cc21	22µM*[quencher]	-9%	x	x	-3%	-13%	-5%	x
CCCCNC(=O)c1cnn2c(C)c(Cc3c(F)cccc3Cl)c(C)nc12	0%	-8%	x	x	-6%	-10%	5%	x
